High-throughput results: PubChem, several laboratories
bCat KO growth: primary screen for growth suppressors in beta-catenin knockout HCT116 cells (colon tumor, human); HCT116 beta-catenin knockout viability, CellTiter-Glo, 60 h; stronger effect = lower value; viability, % at 10 µM; actives 1.5% (n = 140,000);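 active means viability at or under a set limit, the compound median less 4 SD, cut at about 6% in these data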;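 further: 0% = Hyamine 1622 control at 20 µM and 100% = untreated cell control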
Measles CPE: compounds protecting cells from measles virus cytopathic effect, primary screen, measles RdRp inhibitor project, single point, MLSMR library, absorbance; Measles virus-infected cells, CPE protection; protection (pct of control), % at 4 µM; actives 1.5% (n = 140,000); in the data active means protection mostly above about 24%, no sharp cut-off; inactive means mostly below about 26%; further: some compounds called inactive have numbers as strong as hits
Yeast lifespan up: compounds extending yeast replicative lifespan, primary screen, S. cerevisiae, OD615 | S. cerevisiae growth with nicotinamide; deaD strain in restrictive glucose medium | inhibition of the nicotinamide effect, % at 10 µM | actives 0.68% (n = 130,000) | AID 775, 2007;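 active means inhibition above a set limit, placed 3 SD over the median of all compounds, cut at about 26% in these data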;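 further: 0% = nicotinamide-treated wells and 100% = cells grown without nicotinamide; some compounds called inactive have numbers as strong as hits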
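System: DeaD-strain S. cerevisiae / Buffer or medium: CSMM-D, restrictive glucose (dextrose) synthetic minimal medium / Probe or stimulus: nicotinamide, 1.5 mM, co-present with compound / Compound: one concentration, 10 µM, DMSO 0.25% / Incubation: 48 h compound exposure at 30 °C, humidified / Technique: optical density (absorbance) at 615 nm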
NPY Y2 blocker: NPY-Y2 receptor antagonists, primary screen, cell-based; actives 0.99% (n = 140,000); inhibition, % at 2.7 µM; Neuropeptide Y receptor type 2 (Homo sapiens), P49146; NPY-Y2 expressing cells, antagonist mode; AID 793, 2007; in the data active means inhibition above about 17%;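 further: 0% = vehicle with agonist challenge and 100% = reference antagonist with challenge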
Target sequence (P49146 whole entry, looked up): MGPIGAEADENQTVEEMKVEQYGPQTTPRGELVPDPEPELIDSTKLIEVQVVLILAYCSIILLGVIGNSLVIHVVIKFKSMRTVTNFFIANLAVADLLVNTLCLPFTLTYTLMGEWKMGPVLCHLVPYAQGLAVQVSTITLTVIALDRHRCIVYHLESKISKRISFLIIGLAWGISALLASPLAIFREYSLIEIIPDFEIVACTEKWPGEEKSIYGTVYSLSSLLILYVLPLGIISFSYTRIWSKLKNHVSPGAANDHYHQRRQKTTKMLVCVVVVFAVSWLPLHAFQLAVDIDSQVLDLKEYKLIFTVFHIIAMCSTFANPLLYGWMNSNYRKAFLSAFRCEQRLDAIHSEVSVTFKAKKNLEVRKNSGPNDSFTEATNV
HCT116 PTEN-null: growth suppression of PTEN-null HCT116, primary screen, cell-based, CellTiter-Glo | HCT116 PTEN-null viability, 60 h; stronger effect = lower value | viability, % at 10 µM | actives 1.2% (n = 140,000);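 active means viability at or below a set limit, 4 SD under the median of all tested compounds, cut at about 3.7% in these data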;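 further: PTEN knockout HCT116 line with beta catenin targeted HCT116 as companion control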
BB579 growth dn: growth inhibitors of yeast BB579 in restrictive medium, primary screen, yeast lifespan-shortening project, S. cerevisiae | OD615, 48 h | inhibition, % at 10 µM | actives 0.51% (n = 140,000) | AID 804, 2007;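 active means inhibition above a set limit, 3 SD over the mean compound inhibition, cut at about 44% in these data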; further: inactives centre near -24
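Detection: OD615 turbidity measurement; Material: Saccharomyces cerevisiae DeaD strain BB579, replicative lifespan model yeast; Timing: 48 h exposure, 30 °C; Doses: single 10 µM dose; Medium: CSMM-D restrictive synthetic medium containing dextrose (glucose); Controls: amphotericin B at 10 µg/mL as positive control.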
E-sel TNF inh: E-selectin induction blockers in HUVEC – imaging, immunofluorescence, high content, primary screen; HUVEC TNFa-induced E-selectin immunofluorescence; inhibition, % at 2 µM; actives 0.71% (n = 120,000);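 active means inhibition above the batch mean plus 3 SD, and confirmed as a hit on visual image review, cut at about 43% in these data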;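 further: 0% = TNF-stimulated DMSO wells and 100% = unstimulated control wells; not every result past the cut was called active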
Phagocytosis inh: inhibitors of macrophage phagocytosis, primary screen, imaging, J774A.1 cells, IgG beads; inhibition, % at 5 µM; J774A.1 macrophage IgG-bead phagocytosis; AID 1029, 2008; actives 0.07% (n = 110,000);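 active means inhibition above the mean of the plate negative controls plus 5 SD, cut at about 13% in these data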;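 further: phagocytic index as fraction of beads internalized from green versus red external bead signal; plate controls were DMSO negative control for no effect and cytochalasin-D positive control for full effect; some results beyond the cut were filed as inactive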
GALR2 antag: GALR2 antagonists in receptor-expressing cells, primary screen. inhibition, % at 4 µM. Galanin receptor type 2 (Homo sapiens), O43603. antagonist mode. actives 0.39% (n = 140,000); in the data active means inhibition above about 27%;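 further: cells stimulated with galanin 1-16 at roughly its EC80; 0% = agonist challenge control and 100% = basal control without agonist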
Target sequence (O43603 whole entry, looked up): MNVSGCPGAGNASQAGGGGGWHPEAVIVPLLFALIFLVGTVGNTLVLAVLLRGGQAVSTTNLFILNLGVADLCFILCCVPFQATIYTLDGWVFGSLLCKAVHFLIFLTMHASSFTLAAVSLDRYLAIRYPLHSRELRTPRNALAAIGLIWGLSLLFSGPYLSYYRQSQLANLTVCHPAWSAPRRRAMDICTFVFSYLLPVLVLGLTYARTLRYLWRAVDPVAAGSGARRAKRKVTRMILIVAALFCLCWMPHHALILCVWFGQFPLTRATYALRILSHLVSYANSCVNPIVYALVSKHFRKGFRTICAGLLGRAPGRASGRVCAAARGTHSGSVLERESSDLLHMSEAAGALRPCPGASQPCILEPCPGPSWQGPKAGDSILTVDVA
MRP-1 activ: H69AR viability gain despite doxorubicin, primary screen, MRP-1 activator project, H69AR cells, CellTiter-Glo; viability rescue; viability increase, % at 10 µM; actives 0.61% (n = 140,000); AID 799, 2007;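 active means viability gain under doxorubicin at or above a set limit, the compound median plus 3 SD, cut at about 4.7% in these data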;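 further: MRP-1 overexpressing cells given doxorubicin 25 µM after compound pretreatment; 18-22 h compound pretreatment then 72 h with doxorubicin before readout; 0% = doxorubicin-only wells and 100% = vehicle-treated cells without doxorubicin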
* = called active by the depositor; / = not tested or not shown. Outcome played no part in choosing rows; overall some 6.1% were active at least once.

molecule	bCat KO growth	Measles CPE	Yeast lifespan up	NPY Y2 blocker	HCT116 PTEN-null	BB579 growth dn	E-sel TNF inh	Phagocytosis inh	GALR2 antag	MRP-1 activ
Cc1ccc2ccccc2c1COC(=O)c1nonc1N	99	6	-5	5	95	10	-24	-2	-2	-0.8
O=C(Cn1ccc(C(F)(F)F)n1)N/N=C/c1cccs1	93	19	3	2	104	-35	/	-3	5	-1.0
CC1CCCCN1S(=O)(=O)c1ccc(S(=O)(=O)N2CCN(c3ccccc3)CC2)cc1 (centres undefined)	75	2	-6	1	63	-78	5	-2	9	-1.9
Cc1cc(NC(=O)c2cccnc2)ccc1NC(=O)c1ccco1	98	7	-5	1	104	-51	35	-2	-4	-0.3
COc1cc(-c2nnc(SCc3c(F)cccc3Cl)o2)cc(OC)c1OC	87	4	-8	13	78	-35	-13	1	2	-0.7
Cc1ccc(-n2c3c(cc(C(=O)NCc4ccco4)c2=O)C(=O)CC(C)(C)C3)cc1	89	4	-5	4	94	-41	/	0	6	-1.9
CCc1ccc(OCC(=O)Nc2ccc3c(c2)COC3=O)cc1	94	19	-6	-1	91	-17	-6	1	10	-1.9
CCOC(=O)N1CCN(C(=O)C2COc3ccccc3O2)CC1 (centres undefined)	86	3	-11	2	94	7	/	-1	-11	-0.6
CCOc1ccccc1-n1c(SCC(=O)NC)nnc1-c1ccco1	96	3	0	0	103	-19	21	1	2	-1.2
Cn1cccc1C(C(=O)NC1CCCCC1)N(C(=O)Cc1cccs1)c1ccc2c(c1)OCO2 (centres undefined)	100	13	-7	0	101	-88	2	2	-12	-0.7
CC1(C)CC2CC(C)(CN2C(=O)COc2cccc3ccccc23)C1 (centres undefined)	72	5	1	17*	66	-33	6	-1	5	-3.4
Oc1ccc(N=C/C=C/c2cccc(Br)c2)cc1-c1nc2ccccc2s1	5.1*	2	-9	0	5	-13	/	-9	13	-5.1
COc1cc2c(cc1C1NC(=S)NC(C)=C1C(=O)N(C)C)CCCC2 (centres undefined)	95	6	-1	2	106	-39	/	-5	2	-1.8
S=C(N/N=C/c1ccc(Cl)cc1)N1CCOCC1	61	14	-4	2	50	-15	/	0	4	5.7*
CC(C)C(=O)Nc1ccc(C(=O)NC2CCSC2=O)cc1 (centres undefined)	100	8	-9	5	92	-28	31	-1	6	-2.8
CC1CCN(C(=O)CSc2nnc(Cc3cc(=O)[nH]c(=O)[nH]3)n2-c2ccc(Cl)cc2)CC1	92	2	-11	1	86	-11	/	0	11	-2.3
Cc1ccc(C(=O)O)cc1NC(=O)c1cccs1	87	11	/	2	94	-5	2	/	8	-1.7
O=c1nc2n(c3cc(Cl)c(S(=O)(=O)N4CCOCC4)cc13)CCCCC2	96	5	-5	1	99	5	16	-1	1	-1.5
CCn1c(=O)n(CC)c2cc(S(N)(=O)=O)c(C)cc21	87	2	0	1	95	-28	17	-1	4	-1.2
Cn1cc(CC(=O)N2CCN(c3ccc(Cl)cc3)CC2)c2ccccc21	70	28	-4	1	57	-49	-10	/	3	-4.3
COC(=O)c1c(NC(=O)CN2CCC3(O)CCCCC3C2c2cc(OC)ccc2OC)sc(C)c1C (centres undefined)	35	9	9	2	36	-44	-8	/	-1	-4.9
O=C(CN1C(=O)c2ccccc2S1(=O)=O)Nc1ccccc1C(=O)NCc1ccco1	98	17	/	-3	95	-3	14	/	2	-2.2
C=C(C)C1CC=C(C)/C(=N/NC(=O)COc2ccc(Cl)cc2)C1 (centres undefined)	96	7	0	0	98	-26	4	-4	-4	-0.8
CC(C)(C)n1cnc2cc(NS(=O)(=O)c3ccccc3)ccc21	86	14	6	-2	90	-15	-6	-2	-7	-1.6
COc1ccc(OC)c(-n2c(SCC(=O)N3CCc4ccccc43)nc3c(c2=O)SCC3)c1	70	3	-4	3	68	-29	20	/	14	-1.8
OC(c1ccccn1)(c1ccccn1)c1ccccn1	42	6	2	-2	53	7	/	/	3	0.0
CN1C(=O)CSc2ccc(C(=O)O)cc21	101	2	-11	3	94	37	/	0	13	-0.3
CN(Cc1ccccc1)C(=O)COC(=O)c1ccc2c(c1)OCO2	100	4	-2	10	100	2	23	-1	18	1.1
COc1ccc(C(=O)NC(=S)NC(C)C)cc1Br	72	3	-11	0	66	-33	-12	/	-2	-4.7
COc1ccc(CC(=O)Nc2ccc(S(=O)(=O)NCC3CCCO3)cc2)cc1 (centres undefined)	92	-1	-16	1	78	-20	7	-1	3	-1.9
COC(=O)N(C)c1nc2ccccc2s1	107	8	-12	4	101	-33	/	0	1	-0.4
CCOC(=O)c1c(C)[nH]c(C(=O)COC(=O)CCSc2ccccc2)c1C	81	13	5	6	94	-49	-14	-2	-19	-3.5
O=C(Nc1ccc(-n2nncc2-c2ccco2)cc1)c1cc2ccccc2oc1=O	15	2	0	0	8	-32	-2	0	-17	-2.6
Cc1ccc2c(c1)-c1ccccc1S(=O)(=O)N2	/	/	/	1	/	/	-18	-2	-3	/
Cc1ccc(C)c(N2CCN(C(=O)c3cc4ccccc4oc3=O)CC2)c1	96	7	-6	3	110	-7	26	0	-2	3.8
O=C(CN1C(=O)COc2ccccc21)N(Cc1cccnc1)Cc1cccc(F)c1	84	6	16	7	91	-45	/	-1	-5	-3.6
CC(=O)Nc1cc(C(=O)N2CCCC2)ccc1Sc1ccc(Cl)cc1	106	4	-13	-1	109	-21	-17	-2	-4	0.2
NC1=NC2=C(CCCC2)C2(CCCCC2)S1	35	3	-17	6	38	8	-2	-2	-2	-5.5
Cc1ccc(CNC(=O)c2cc3c(=O)n(C)c4ccccc4c3n2C)o1	107	15	-8	-2	104	-21	/	0	-3	-0.3
CCn1c2ccc(F)cc2c2nnc(NN)nc21	95	16	-6	0	100	-2	/	-11	9	-1.1
COc1ccc(C(=O)CSc2nnc(-c3ccco3)n2CC2CCCO2)cc1 (centres undefined)	104	5	-14	1	94	-44	/	0	-1	-1.6
CNC(=O)CSc1nnnn1CCCOC	99	15	-2	0	109	-20	-4	-2	7	-3.0
COc1ccccc1CNC(=O)c1cccc(C)c1[N+](=O)[O-]	87	12	-1	6	85	-29	1	-7	7	2.8
Cc1n[nH]c(C)c1N1C(=O)c2cccc3cc(Br)cc(c23)C1=O	96	18	-7	-1	84	-37	-2	-2	-5	-3.7
COCCn1c(SCCCc2ccccc2)nc2c1c(=O)[nH]c(=O)n2C	92	5	-16	2	82	-46	-22	1	8	-4.3
CCOC(=O)C(C)Oc1ccc2c(C)cc(=O)oc2c1C(C)=O (centres undefined)	93	11	-21	3	91	-21	-9	/	-15	-0.2
CCc1nnc(NC(=O)c2ccc(S(=O)(=O)NC3CCCCC3)cc2)s1	29	2	-2	-1	25	-61	6	0	-6	0.0
Cc1cc(C(=O)N/N=C/c2ccc(C)o2)c2ccccc2n1	28	1	5	3	28	-24	/	/	13	-1.4
NC(=O)C1CCN(C(=O)C23CC4CC(CC(C4)C2)C3)CC1	79	1	-8	3	93	-4	/	-2	8	-2.1
COC(=O)n1c(=O)oc2cc(S(=O)(=O)N3CCOCC3)ccc21	91	4	-1	3	83	-17	-27	1	9	-1.0
CCCc1ncc(C(=O)c2ccc(OC)cc2)n1C	95	8	-23	5	100	-3	-16	-2	6	0.9
COc1ccc(C(=O)NCC(=O)n2nc(C)cc2C)cc1OC	91	15	-10	3	107	-3	-47	-2	-4	1.2
O=C(NC(=S)NC1CCSC1=O)c1cccs1 (centres undefined)	93	3	-5	2	112	-28	/	-4	17	0.2
COC(C(=O)Nc1ccc(S(=O)(=O)Nc2ccc(C)c(C)c2)cc1)c1ccccc1 (centres undefined)	72	11	-2	2	70	-30	/	/	1	-3.1
CCc1cc2c(cc(C(=O)O)n2C)s1	99	3	-6	5	98	58*	/	5	5	-0.2
O=C(Nc1ncc2c(n1)-c1ccccc1OC2)c1ccc(Cl)cc1Cl	99	8	-19	1	97	-30	33	-2	-2	-1.0
CC(C)n1c(SCC(=O)Nc2ccc3c(c2)OCO3)nc2c1c(=O)n(C)c(=O)n2C	83	6	15	2	85	-35	10	0	-14	-2.8
CCOC(=O)CSc1nnc(-c2ccc(OC)cc2OC)o1	96	9	-24	1	94	-13	-8	-1	-6	0.4
Cc1nc(C#N)c(N/N=C/c2c(F)cccc2Cl)o1	98	5	-6	1	96	-17	0	/	4	-3.3
CN(C)S(=O)(=O)c1cccc(N=C2NN=C(c3ccccc3)CS2)c1	5.2*	5	1	-2	3.8*	-25	-19	-8	-12	-6.6

Further results.
molecule	bCat KO growth	Measles CPE	Yeast lifespan up	NPY Y2 blocker	HCT116 PTEN-null	BB579 growth dn	E-sel TNF inh	Phagocytosis inh	GALR2 antag	MRP-1 activ
COc1cccc(S(=O)(=O)NCc2ccc(C(=O)Nc3cccc(Cl)c3)cc2)c1	67	5	-5	0	48	-64	-22	-2	1	0.1
COC(=O)c1sc(-c2ccccc2)cc1NC(=O)c1cc(OC)cc(OC)c1	30	5	10	0	17	-42	-3	-11	0	-2.6
CC(=O)Nc1ccc(S(=O)(=O)N[C@H](C(=O)O)C(C)C)cc1	101	4	-17	2	104	-11	-9	0	-2	0.7
CCCc1nnc(NC(=O)CC(=O)Nc2ccccc2C(=O)O)s1	96	9	20	3	117	-32	-5	1	-13	0.0
CCn1cc(/C=N/NC(=O)COc2cccc3cccnc23)c2ccccc21	95	14	-1	1	95	-21	/	/	23	0.1
COc1ccc2c(c1)CCc1c(C(=O)NC3CCCCC3)noc1-2	78	3	-13	12	91	-16	-32	-2	-6	0.0
Cc1cc2ncc(Cl)nc2cc1C	102	5	-7	3	101	-25	-3	-1	7	-0.3

Complete entries as entered above. Screens in order: bCat KO growth, Measles CPE, Yeast lifespan up, NPY Y2 blocker, HCT116 PTEN-null, BB579 growth dn, E-sel TNF inh, Phagocytosis inh, GALR2 antag, MRP-1 activ
`COC(=O)c1sc(-c2ccccc2)cc1NC(=O)c1cc(OC)cc(OC)c1` across the screens: 30, 5, 10, 0, 17, -42, -3, -11, 0, -2.6
`Cc1cc2ncc(Cl)nc2cc1C` across the screens: 102, 5, -7, 3, 101, -25, -3, -1, 7, -0.3
